High-throughput results as filed in PubChem BioAssay.
TDP1 inh: TDP1 (human) enzyme inhibition; Q9NUW8; recombinant TDP1, AlphaScreen DNA substrate cleavage; Potency, µM (top dose mostly 130 µM), for the others: top-dose activity change, negative = inhibition, hits mostly inhibitors; actives 0.28% (n = 350,000); AID 485290; also: nearly all actives have a fitted effect of over 40% in size
Target sequence (Q9NUW8 whole entry, looked up): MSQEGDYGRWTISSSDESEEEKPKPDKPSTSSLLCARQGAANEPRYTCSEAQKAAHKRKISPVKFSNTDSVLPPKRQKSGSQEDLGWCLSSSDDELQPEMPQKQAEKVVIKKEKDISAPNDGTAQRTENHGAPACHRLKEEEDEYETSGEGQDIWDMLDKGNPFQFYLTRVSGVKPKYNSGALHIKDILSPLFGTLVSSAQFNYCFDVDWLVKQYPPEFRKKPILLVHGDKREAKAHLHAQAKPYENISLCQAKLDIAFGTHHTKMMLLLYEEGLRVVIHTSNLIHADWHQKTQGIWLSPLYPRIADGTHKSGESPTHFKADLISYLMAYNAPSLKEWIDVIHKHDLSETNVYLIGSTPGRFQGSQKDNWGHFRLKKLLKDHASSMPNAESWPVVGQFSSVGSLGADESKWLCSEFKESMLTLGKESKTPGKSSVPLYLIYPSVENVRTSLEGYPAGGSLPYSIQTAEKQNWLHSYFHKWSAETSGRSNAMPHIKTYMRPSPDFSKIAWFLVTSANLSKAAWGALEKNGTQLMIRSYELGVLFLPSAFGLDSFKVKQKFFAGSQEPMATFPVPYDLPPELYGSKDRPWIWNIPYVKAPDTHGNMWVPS
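Here, a 5' biotin and 3' phosphotyrosine-FITC DNA oligonucleotide reports Tdp1 activity: intact substrate bridges AlphaScreen beads, while cleavage leaves a 3' phosphate and drops signal. All incubations at room temperature.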
KAT2A inh: inhibitors of human GCN5L2 histone acetyltransferase; Q92830; GCN5L2 HAT assay, ThioGlo1 CoA-SH fluorescence; Potency, µM (highest dose often 58.9 µM), for the others: at the highest dose activity change, negative = inhibition, hits mostly inhibitors; actives 0.21% (n = 390,000); AID 504327
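Fluorescence readout, Ex340nm/Em540nm: ThioGlo1 (50uM final) reacts with free CoA thiol released as 20nM GCN5L2 acetylates H3(1-25) peptide (75uM) using acetyl-CoA (70uM). Compound and enzyme sat 15 min beforehand; 20 min room-temperature reaction.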
TDP1 cell noCPT: qHTS for Inhibitors of human tyrosyl-DNA phosphodiesterase 1 (TDP1): qHTS in cells in absence of CPT | Potency, µM (titrated, usually from 46.2 µM), without a hit: at the highest dose activity change, negative = growth inhibition, most hits filed as inhibitors | actives 15% (n = 420,000) | DT40 Tdp1-/- hTDP1 cells, no CPT, ATP luminescence, 48 h; also: nearly all actives have a fitted effect of over 55% in size
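Compound effects on proliferation are scored in DT40 Tdp1-/-;hTDP1 cells in the absence of CPT. ATP levels (CellTiter-Glo luminescence) are recorded after a ≥48 hr, 37 °C incubation.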
* marks the source's active call; other numbers are inactive results; ? = inconclusive; / = no result given; [ ] = another dose, or the depositor's remark. Calls follow the shape of the dose curve; as a rule, active = well fitted curve in the direction sought with a large enough effect; inconclusive = small, poorly fitted or top-dose-only effect, or another doubt; inactive = no such curve, though single readings can be large; an effect the other way counts as inactive or inconclusive. % is scaled to controls: 0 for no effect and ±100 for the full control effect; potency is read from the fitted curve at half-maximal effect.

Values in the order: TDP1 inh | KAT2A inh | TDP1 cell noCPT
> COC(=O)[C@]1(Cc2ccccc2)N[C@H](CN(C)C(=O)c2ccc(C)cc2)[C@@H]2C(=O)N(C)C(=O)[C@@H]21
  2% | -1% | ?
> CCOc1ccc(-c2cc(C(=O)OC)nc3c2c(=O)n(C)c(=O)n3C)cc1
  / | -2% | -12%
> CCOCCCNC(=O)C(NC(=O)CNC(C)=O)c1ccc(Cl)cc1 (stereo unspecified)
  -1% | -2% | -5%
> COc1cc(CC(=O)OCn2nnc3ccccc3c2=O)cc(OC)c1OC
  -5% | 0% | -3%
> CCCn1c(=O)c2ccccc2n2c(SCCOc3ccc(Cl)cc3)nnc12
  6% | -6% | -17%
> CCCCn1nnnc1SCC(=O)N1CCCC1
  0% | 3% | -16%
> CC1CCN(C(=O)COC(=O)c2cccc(NS(=O)(=O)c3ccccc3)c2)CC1
  / | -2% | -21%
> Cc1cc(C)nc(NC2=NCC(=O)N2c2ccc3c(c2)OCCO3)n1
  0% | 4% | -7%
> Cc1ccc(NC(=O)Cn2c(=O)cnc3ccccc32)cc1S(=O)(=O)N1CCCCC1
  1%[56.1 µM] | ? | ?
> CCCCNc1c(-c2ccc(SC(C)CC)cc2)nc2cnccn12 (stereo unspecified)
  0% | ? | 8.2µM*
> CCOC(=O)c1ccc(NC(=O)c2nc[nH]c2C(=O)N[C@@H](CC(C)C)C(=O)OC(C)(C)C)cc1
  -2% | -19% | ?
> Cc1ccc(C(=O)Oc2ccc(C(=O)COC(=O)C3CC(=O)N(Cc4ccco4)C3)cc2)cc1 (stereo unspecified)
  ? | -18% | -25%
> CS(=O)(=O)c1ccccc1C(=O)N(CCc1ccccc1)Cc1ccccc1
  0% | -8% | -29%
> CCOc1ccc(C2NC(=O)c3ccccc3O2)cc1 (stereo unspecified)
  0% | -18% | -25%
> N#C[C@@H]1[C@@H]2C(=O)N(c3ccc4c(c3)OCCO4)C(=O)[C@@H]2C2c3ccccc3C=CN21 (stereo partly specified)
  5% | -10% | /
> Cn1c(SCC(=O)NC(=O)CN2CCCC2=O)nnc1-c1ccc(F)cc1
  -5% | -6% | 3%
> CCOc1ccc(CCNC(=O)c2nccnc2C(=O)O)cc1OCC
  / | -9% | 25%
> COc1ccccc1C(CNC(=O)C1CC(=O)N(Cc2ccccc2)C1)N1CCCC1 (stereo unspecified)
  1% | -1% | 4.6µM*
> COc1ccccc1NC(=S)N(CCN1CCOCC1)Cc1ccccc1F
  0% | -1% | ?
> COc1ccc(C(C)(C)C)cc1NC(=O)COc1ccc(-c2nnco2)cc1
  1% | -1% | ?

Compound profiles, as listed above. Order of values: TDP1 inh, KAT2A inh, TDP1 cell noCPT
Record of COc1ccc(C(C)(C)C)cc1NC(=O)COc1ccc(-c2nnco2)cc1 : 1%, -1%, ?
Record of CS(=O)(=O)c1ccccc1C(=O)N(CCc1ccccc1)Cc1ccccc1 : 0%, -8%, -29%

(listing goes on)
Values in the order: TDP1 inh | KAT2A inh | TDP1 cell noCPT
> Clc1cccc2sc(N3CCCC3)nc12
  -2% | -8% | -15%
> O=S(=O)(Nc1ccc(Cl)cn1)c1cnc(Cl)c(Br)c1
  / | 0% | ?
> Cc1ccc(Sc2cnccc2C#N)cc1
  / | -17% | -10%
> Cc1cc(Oc2ncccc2[N+](=O)[O-])c2cc(Cl)ccc2n1
  1% | 7% | ?
> COc1ccc2[nH]c(=O)c(CN(C(=O)C3CCCO3)c3ccc(C)cc3)cc2c1 (stereo unspecified)
  5% | -3% | ?
> Cc1ccccc1N1C(=O)c2cccc3cccc(c23)C1=O
  -5% | -5% | -14%
> CC(=O)c1ccc([N+](=O)[O-])c(CS(=O)(=O)c2ccc(Cl)cc2)c1
  / | 2% | 9%
> Cc1c(C)c2ccc(OCC(=O)N3CCN(C(=O)C4COc5ccccc5O4)CC3)cc2oc1=O (stereo unspecified)
  1% | -3% | 2.3µM*
> Cc1cccc(NC(=O)CSc2nccn2Cc2ccco2)c1C
  3% | 2% | 1%
> COc1cc(-c2nc3ccccn3c2/N=C/c2cccc(F)c2)ccc1O
  -3% | -12% | ?
> CN(C)c1nc(NCc2ccccc2)nc(SCC(=O)Nc2ccccc2Cl)n1
  0% | -14% | -26%
> Cn1c(=O)[nH]c(=O)c2c1nc(NCCCn1ccnc1)n2Cc1ccccc1
  3% | 0% | -2%
> COc1ccc(C(C(=O)NC(C)(C)C)N(C(=O)CNC(=O)c2cccs2)c2ccc(C(C)C)cc2)cc1OC (stereo unspecified)
  3% | -6% | -11%
> O=C(CSc1cccc[n+]1[O-])Nc1cc2c(cc1Cl)C(=O)c1ccccc1C2=O
  -3% | -7% | ?
> O=C(Nc1cccc(F)c1)C1CCCN(c2cnccn2)C1 (stereo unspecified)
  1% | 0% | -26%
> C[C@H](C(=O)C=[N+]=[N-])N1C(=O)c2ccccc2C1=O
  6% | 1% | /
> O=C(N/N=C/c1cc2ccccc2nc1Cl)[C@H]1C[C@@H]1c1ccccc1
  -3% | -2% | 16µM*
> NC(=O)C1CC(=O)N(c2ccc(OCC(=O)Nc3ccccc3F)cc2)C1 (stereo unspecified)
  0% | -7% | -8%
> O=C(C[n+]1ccc(/C=N/O)cc1)NC1CCCCC1
  3% | -2% | -23%
> COc1ccc(NC(=O)CSc2c3c(nc4ccccc24)CCCC3)c(OC)c1
  3% | -7% | 18µM*

6 neighbouring records already listed, quoted:
Values in the order: TDP1 inh | KAT2A inh | TDP1 cell noCPT
> O=C(Nc1cccc(F)c1)C1CCCN(c2cnccn2)C1 (stereo unspecified)
  1% | 0% | -26%
> C[C@H](C(=O)C=[N+]=[N-])N1C(=O)c2ccccc2C1=O
  6% | 1% | /
> O=C(N/N=C/c1cc2ccccc2nc1Cl)[C@H]1C[C@@H]1c1ccccc1
  -3% | -2% | 16µM*
> NC(=O)C1CC(=O)N(c2ccc(OCC(=O)Nc3ccccc3F)cc2)C1 (stereo unspecified)
  0% | -7% | -8%
> O=C(C[n+]1ccc(/C=N/O)cc1)NC1CCCCC1
  3% | -2% | -23%
> COc1ccc(NC(=O)CSc2c3c(nc4ccccc24)CCCC3)c(OC)c1
  3% | -7% | 18µM*

Other records.
Values in the order: TDP1 inh | KAT2A inh | TDP1 cell noCPT
> O=C(NCC(c1ccc2c(c1)OCO2)N1CCOCC1)C(=O)Nc1ccc(Cl)cc1 (stereo unspecified)
  9% | 2% | -29%
> O=C(c1nc2nc(-c3ccc(Cl)cc3)cc(C(F)(F)F)n2n1)N1CCOCC1
  6% | -5% | ?
> CC1=Nn2c(nnc2C2CCCCC2)SC1
  -4% | 8% | -2%
> COc1ccccc1C(=O)Oc1c(Sc2ccccc2)c(C)nn1-c1ccccc1
  0% | -1% | ?
> COc1cccc(NC(=O)CSc2nnc3ccc(-c4ccccn4)nn23)c1
  / | -11% | -17%
> Cc1ccc(S(=O)(=O)NC2CCSC2=O)cc1C (stereo unspecified)
  1% | -1% | 0%
> CCCC(=O)Nc1nc2ccc(NC(=O)c3ccccc3F)cc2s1
  3% | -2% | 2.1µM*
> COc1ccc(NC(=O)c2cc3c(s2)CCC(C)C3)cc1S(=O)(=O)N1CCOCC1 (stereo unspecified)
  5% | -23% | 21µM*
> NC(=O)c1ccc(NC(=O)CNCc2ccccc2Cl)cc1
  10% | -1% | -13%
> O=C(NCCCN1CCN(c2ccccc2F)CC1)c1ccc2nc(CCc3ccccc3)oc2c1
  3% | -9% | 15µM*
> CCOC(=O)c1c(NC(=O)CSc2nc(-c3ccc(OC)cc3)cc(C(F)(F)F)n2)sc(C)c1C
  1% | 1% | ?
> CN(C)S(=O)(=O)c1ccc(Cl)c(C(=O)Nc2ccccc2[N+](=O)[O-])c1
  5% | 0% | -27%
> CC1(C)CC(=O)C(C(N)=NC(=O)c2ccc([N+](=O)[O-])cc2)=C(O)C1
  -2% | -3% | -5%
> N#Cc1nc(-c2ccc(F)cc2)oc1NCc1ccccc1
  0% | -9% | ?
> COCCn1c(SCC(=O)N2CCCc3ccccc32)nc2ccccc2c1=O
  -2% | -7% | 16µM*
> COCCNC(=S)NCc1cccs1
  -5% | 10% | 0%
> Cn1c(-c2cccc(Br)c2)cnc1NCc1cccnc1
  3% | 0% | -24%
> COc1cccc(-c2nnn(CC(=O)Nc3cc(OC)c(NC(=O)c4ccco4)cc3OC)n2)c1
  2% | -1% | ?
> Cc1ccc(CNC(=O)Cn2c(=O)n(-c3ccc(C)c(F)c3)c(=O)c3sc4ccccc4c32)cc1
  1% | 2% | -9%
> Cc1cccc(NC(=O)CN2C(=O)S/C(=C\c3ccccn3)C2=O)c1
  1% | -3% | ?
> CN=C(c1ccco1)n1c(=S)nc(-c2ccco2)n(C)c1=S
  / | -20% | ?
> C[C@]12CCC3C(CC[C@H]4CC(O)CC[C@]34C)C1CC/C2=N/O (stereo partly specified)
  / | 15% | ?
> O=C(CN1C(=O)CCSc2ccccc21)Nc1ccc(F)cc1
  5% | -2% | -1%
> CSc1nc2n(n1)C(C)C1=C(CCCC1=O)N2 (stereo unspecified)
  -14% | 1% | -13%
> Cc1ccc(NC(=O)Nc2ccc3nc(N4CCN(C)CC4)cc(C)c3c2)cc1C
  -3% | -9% | 4.6µM*
> COc1ccc(NC(=O)N(Cc2cc3cc(C)ccc3[nH]c2=O)CC2CCCO2)cc1 (stereo unspecified)
  2% | -13% | ?
> COc1cccc(CNC(=O)CCC2CCCN(C(=O)c3cscn3)C2)c1 (stereo unspecified)
  5% | 0% | -15%
> CCOC(=O)c1cnc2c(c(C)nn2CC)c1NCCN1CCOCC1
  0% | -16% | ?
> C=C(C)C1Cc2c(C)nn(-c3nc(C)cc(C)n3)c2C1 (stereo unspecified)
  8% | 2% | 4.6µM*
> Nc1[nH]c(N=NC(=O)c2ccccc2)c2ccccc12
  -3% | -3% | 1%
> CC(C)CN(C(=O)/C=C/c1nc2ccccc2s1)C1CCS(=O)(=O)C1 (stereo unspecified)
  / | -13% | -29%
> CCOc1ccc(N(C(=O)c2cc3ccccc3oc2=O)C2C=CS(=O)(=O)C2)cc1 (stereo unspecified)
  5% | -9% | -3%
> CC(=O)Nc1ccc(Nc2nc(-c3sc(C)nc3C)cs2)cc1
  8% | -4% | ?
> COc1cc2c(cc1OC)C(CC#N)=NC(C)(C)C2
  5% | 2%[0.501 µM] | -17%
> CCOC(=O)CN(Cc1ccccc1)C(C(=O)NC1CCCCC1)c1ccccc1 (stereo unspecified)
  0% | -20% | 15µM*
> NC(=O)c1ccccc1NC(=O)CSc1cn[nH]n1
  -1% | -2% | 0%
> Cc1ccc2onc(CC(=O)N3CCN(c4ccccc4F)CC3)c2c1
  5% | -6% | -30%
> Cc1ccc(NC(=O)CSc2nccn2C2CCCC2)cc1
  2% | -10% | ?
> Cn1c(=O)c2c(nc(SCc3nc(N)nc(N4CCCCC4)n3)n2C)n(C)c1=O
  -3% | -1% | 23µM*
> COC(=O)[C@@]1(Cc2ccccc2)[C@H]2C(=O)N(Cc3ccccc3)C(=O)[C@H]2[C@H]2CN=C(SCc3ccc(C)cc3)N21
  1%[56.1 µM] | -9% | ?
> CC(C)Oc1ccc(CCC(=O)NNC(=O)CCC(=O)O)cc1
  0% | -2% | -20%
> Cc1ccc2c(Sc3ccccc3)c(C(=O)NCc3ccccc3F)[nH]c2c1
  6% | -8% | ?
> CC1(C)CC(=O)C2=C(C1)N(c1ccc(F)cc1)C(=O)C2(NC(=O)c1ccccc1)C(F)(F)F (stereo unspecified)
  -3% | -2% | /
> CCn1c2ccccc2c2cc(NC(=O)CSc3nnc(-c4ccccc4)o3)ccc21
  9% | -8% | 21µM*
> COc1ccccc1-c1cc(C(=O)NCCN2CCOCC2)no1
  0% | -15% | -14%
> O=C(C1CCN(C2CCN(Cc3cccc4c3OCO4)CC2)CC1)N1CCOCC1
  / | 4% | -10%
> Cc1cc(C)cc(OC(=O)COc2ccccc2C)c1
  / | -8% | 0%
> c1csc(CNc2ccc3c(c2)OCCO3)c1
  5% | -2% | -30%
> NS(=O)(=O)c1ccc(CCNC(=O)c2ccc(CS(=O)(=O)c3ccc(Br)cc3)o2)cc1
  3% | -1% | -12%
> CN(C)c1ccc(NC(=O)Cn2c(SCc3ccccc3F)nc3cccnc32)cc1
  5% | 1% | ?
> Cc1ccc(NC(=S)Nc2cccnc2)c(S(=O)(=O)N2CCCCC2)c1
  5% | -1% | 16µM*
> O=C(N[C@@H](Cc1ccccc1)C(=O)Nc1ccc(F)cc1)C1CCNCC1
  0% | 0% | 10%
> CCCn1nc(C(=O)N2CCc3ccccc3C2)c2ccccc2c1=O
  3% | -13% | ?
> O=C(Cc1ccccc1)NCCc1csc2nc(-c3ccc(Cl)cc3)nn12
  5% | -5% | 9.2µM*

The list is partial; rates above refer to the full screens.
